# Screening results as filed in PubChem BioAssay.
# BRCA1 expr up: BRCA1 expression activation. MCF7-BRCA1-FFLuc reporter, luminescence, 48 h; response scale: scaled: vehicle 0%, 10 µM genistein 100%. Potency, µM (highest dose often 46.1 µM), without a hit: at the highest dose activation, hits mostly activators. actives 1.1% (n = 380,000); note: potency is the fitted concentration of half-maximal effect; nearly all actives have a fitted effect of over 80% in size; some results filed as inactive show a strong effect at the top dose
#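 Quantitative HTS in MCF7 cells stably reporting BRCA1 expression via firefly luciferase. Compound treatment lasts 48 h at 37 °C in phenol-red free MEM. Activation is expressed relative to genistein at 10 microM and DMSO.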
# RORgamma inh: inhibitors of mouse ROR gamma transcriptional activity. Drosophila S2 Gal4-RORgamma UAS-luciferase reporter, 20 h. Potency, µM (highest dose often 53.6 µM), for the others: at the top dose activity change, negative = inhibition, hits mostly inhibitors. actives 5.4% (n = 310,000). AID 2551; note: potency is the fitted concentration of half-maximal effect; % is set by controls: 0 for no effect and ±100 for the full control effect; nearly all actives have a fitted effect of over 60% in size
#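 Using a luciferase readout, inhibitors were identified by reduced reporter activity in Drosophila cells coexpressing a copper-inducible Gal4–ROR gamma fusion and UAS-driven Photinus luciferase, incubated 20 hr after 700 uM copper sulfate.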
# PKM2 activator: PKM2 (human) enzyme activation; AID 1631; purified PKM2, Kinase-Glo ATP luminescence, activation; response scale: 0% is enzyme alone, no compound; actives 0.34% (n = 260,000); Potency, µM (titrated, usually from 57.5 µM), without a hit: top-dose activation, usual class: activators; note: potency is the fitted concentration of half-maximal effect; % is set by controls: 0 for no effect and ±100 for the full control effect; nearly all actives have a fitted effect of over 55% in size
#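 Purified hPK-M2 (>95%) run at intermediate activity with 0.1 mM ADP and 0.5 mM PEP in 50 mM imidazole pH 7.2, KCl, MgCl2; 1 h room temperature. ATP formed read by Kinase-Glo luminescence; normalized to uninhibited and no-enzyme controls.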
# VP16 counter: inhibits Gal4-VP16 luciferase reporter, ROR gamma counter-screen; Drosophila S2 Gal4-VP16 UAS-luciferase, luminescence, 20 h; AID 2546; actives 3.5% (n = 310,000); Potency, µM (series often up to 53.6 µM), without a hit: at the top dose activity, negative = inhibition, usual class: inhibitors;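 note: Gal4-VP16 expression switched on by copper sulfate through the metallothionein promoter; potency is the fitted concentration of half-maximal effect; % is set by controls: 0 for no effect and ±100 for the full control effect; nearly all actives have a fitted effect of over 50% in size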
# Rab9 promoter act: activators of Rab9 promoter. Potency, µM (series often up to 9.22 µM), inactives show at the top dose activation, negative = inhibition, hits mostly activators. Huh7 Rab9 promoter-luciferase reporter, luminescence, 24 h. AID 485297. actives 2.8% (n = 320,000); note: potency is the fitted concentration of half-maximal effect; % of control where 0% means no effect; nearly all actives have a fitted effect of over 60% in size
#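 Huh7 cells stably carrying a Rab9 promoter-luciferase reporter, 1500 cells per well in OP-MEM I with 10% FBS, treated with compound 24 hours at 37C. Luciferase activity read by luminescence after 10 minutes with Amplite reagent.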
# p53 reactivator: restores transcriptional activity of mutant p53. H1299 p53-A138V BP100-luciferase reporter, luminescence, 24 h. Potency, µM (doses to about 92.2 µM), for inactives: at the top dose activity change, positive = activation, most hits filed as activators. actives 0.063% (n = 320,000). AID 504706; note: potency is the fitted concentration of half-maximal effect; % of control where 0% means no effect; nearly all actives have a fitted effect of over 45% in size
#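 p53-null H1299 cells stably carrying temperature-sensitive p53-A138V and a BP100-luciferase reporter were pinned with compounds (4-point, 1:5 series) and held 24 hrs at 37 deg C. Luminescence was read 10 min after detection reagent.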
# FLuc counter: counter-screen for miR-21 project: firefly luciferase inhibitors or activators; purified FLuc, Km substrates, luminescence inhibition; actives 6.9% (n = 360,000); Potency, µM (series often up to 57.5 µM), without a hit: top-dose activity change, negative = inhibition, hits mostly inhibitors; P08659;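 note: potency is the fitted concentration of half-maximal effect; plate controls were vehicle for no effect and reference inhibitor for full effect; nearly all actives have a fitted effect of over 55% in size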
#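 Biochemical qHTS of compounds, final roughly 60 µM downward over six points, against 10 nM purified firefly luciferase using Km concentrations of substrates (10 uM D-luciferin, 10 uM ATP) in Tris acetate pH 7.5 buffer; luminescence output.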
# Giardia killer: kills Giardia lamblia; Giardia lamblia trophozoite viability; activity change, % at 7.66 µM, hits read low; actives 0.15% (n = 340,000); AID 540267; in the data active = activity change below about -80%; inconclusive = between about -30% and that limit;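 note: parasites exposed to compound for two days anaerobically before the ATP read; % is set by controls: 0 for no effect and ±100 for the full control effect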
#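 Media and compound were dispensed first, then trophozoites at 100 cells/well; plates sat 48 hrs at 37 deg C without oxygen before ATP luminescence reagent was added and read after 15-30 min at room temperature.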
# NPC1 promoter act: NPC1 promoter activation; Huh7 NPC1 promoter luciferase reporter, 24 h; Potency, µM (titrated, usually from 9.22 µM), for inactives: top-dose activation, most hits filed as activators; actives 2.4% (n = 320,000); AID 485313;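 note: potency is the fitted concentration of half-maximal effect; % of control where 0% means no effect; nearly all actives have a fitted effect of over 60% in size; reporter is driven by a mutant NPC1 promoter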
#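 Luciferase expression driven by the NPC1 promoter was measured in stably transfected Huh7 cells after a 24 h compound incubation, using a luciferase reagent and a luminescence read.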
# Menin MLL FP TR: displaces Texas Red mutant MLL peptide from human menin; O00255; Menin + Texas Red MLL mutant peptide, fluorescence polarization; Potency, µM (top dose mostly 61.6 µM), inactives show at the highest dose FP activity change, negative = inhibition, hits mostly inhibitors; actives 0.23% (n = 270,000); active = well fitted inhibition curve with a large enough effect in the polarisation, with a control signal flat, not every such curve was filed as active; inconclusive = small, poorly fitted or top-dose-only effect, or effect the other way, or a change in a side signal; inactive = no such curve, though single readings can be large or run the other way; the % refers to the polarisation; note: potency is the fitted concentration of half-maximal effect; % of control where 0% means no effect; many of its hits are not listed in these tables
# Target sequence (O00255 whole entry, looked up): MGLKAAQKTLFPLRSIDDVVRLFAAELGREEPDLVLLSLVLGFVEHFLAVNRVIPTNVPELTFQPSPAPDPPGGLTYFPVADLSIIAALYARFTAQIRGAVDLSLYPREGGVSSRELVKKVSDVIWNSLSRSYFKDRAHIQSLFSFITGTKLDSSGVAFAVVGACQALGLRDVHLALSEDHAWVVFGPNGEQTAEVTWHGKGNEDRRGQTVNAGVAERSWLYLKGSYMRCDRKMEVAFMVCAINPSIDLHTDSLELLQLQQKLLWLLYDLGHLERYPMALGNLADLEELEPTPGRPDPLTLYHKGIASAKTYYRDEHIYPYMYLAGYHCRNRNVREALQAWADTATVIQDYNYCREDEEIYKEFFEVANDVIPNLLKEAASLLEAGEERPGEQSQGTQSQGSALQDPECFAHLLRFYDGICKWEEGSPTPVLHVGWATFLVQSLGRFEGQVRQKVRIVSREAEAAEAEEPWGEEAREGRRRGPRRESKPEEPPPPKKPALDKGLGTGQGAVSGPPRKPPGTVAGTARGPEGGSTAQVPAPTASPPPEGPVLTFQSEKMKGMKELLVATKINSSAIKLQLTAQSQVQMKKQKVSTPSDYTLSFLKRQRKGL
# ELG1 genotoxic: genotoxicity induction in ELG1-luciferase HEK293T cells; HEK293T ELG1-luciferase reporter, luminescence, 16 h; Potency, µM (doses to about 46 µM), for the others: at the highest dose activity change, positive = activation, hits mostly activators; actives 1.3% (n = 330,000); AID 504466; note: potency is the fitted concentration of half-maximal effect; % of control where 0% means no effect; nearly all actives have a fitted effect of over 60% in size
#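 Screening used a luciferase reporter fused to human ELG1 in HEK293T cells. Luminescence was read on a CCD plate imager after 16 hr exposure and 30 min ONE-Glo incubation.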
# Starred values were filed as active, the others as inactive; u = inconclusive; x = not tested or not shown; [ ] = remark or other dose. Unless noted, calls come from the whole dose curve; as a rule, active = well fitted curve in the direction sought with a large enough effect; inconclusive = small, poorly fitted or top-dose-only effect, or another doubt; inactive = no such curve, though single readings can be large; an effect the other way counts as inactive or inconclusive. Only part of the results is shown; count on the stated rates, not on these rows.
SMILES,BRCA1 expr up,RORgamma inh,PKM2 activator,VP16 counter,Rab9 promoter act,p53 reactivator,FLuc counter,Giardia killer,NPC1 promoter act,Menin MLL FP TR,ELG1 genotoxic
Cc1cc(C)cc(NC(=O)c2ccc(S(=O)(=O)NCc3cccnc3)cc2)c1,-29.5%,10.1%,x,-21.0%,-0.6%,-5.9%,-0.8%,-17.2,1.2%,x,-21.2%
CC(C)(C)c1nc2ccc(NS(=O)(=O)c3ccc(F)c(F)c3F)cc2[nH]1,-0.2%,35.8%,-12.2%,4.7%,0.2%,4.7%,2.6%,8.1,-1.9%,-21.8%,-0.4%
Nc1c(C(=O)CSc2nccn2-c2ccc(Cl)cc2)c(=O)[nH]c(=O)n1C1CC1,0.6%,x,x,x,-3.5%,-12.4%,2.9%,-20.2,-1.1%,x,-1.6%
COC(=O)c1nc(NC(=O)c2cc(OC)c(OC)c(OC)c2)n[nH]1,10.0%,-10.4%,x,3.7%,-0.5%,-1.3%,-2.1%,-4.4,-2.2%,x,-3.6%
O=C(O)C1CC(c2cccc(Br)c2)=NO1 (configuration not stated),10.7%,26.9%,-2.9%,3.4%,-11.9%,15.8%,-6.9%,-7.4,-3.1%,8.7%,1.1%
O=C(c1cc(-c2cccc(O)c2)on1)N1CCN(C(c2ccccc2)c2ccccc2)CC1,-89.9%,0.5%,-5.9%,u,-7.8%,-10.1%,-1.4%,12.9,1.2%,-21.8%,-14.6%
CCCCn1c(SCN2C(=O)c3ccccc3C2=O)nc2cc(S(N)(=O)=O)ccc21,1.7%,2.6%,15.8µM*,-1.1%,-10.8%,-2.7%,1.7%,4.9,-5.3%,2.3%,5.1%
O=C(COc1coc(CN2CCc3ccccc3C2)cc1=O)Nc1ccc([N+](=O)[O-])cc1,-17.7%,x,x,x,-14.7%,1.8%,3.5%,0.0,0.0%,x,0.8%
CC1CCc2sc(C(=O)NCC3CCCO3)cc2C1 (configuration not stated),u,x,x,x,3.98µM*,u,10.7µM*,-18.0,2.82µM*,x,u
CC(C)c1ccc(N(CC(=O)NCc2ccco2)C(=O)CCC(=O)Nc2ccccn2)cc1,-10.4%,40.8%,8.0%,-1.3%,2.9%,-1.2%,2.8%,-5.2,0.8%,-5.2%,-3.3%
CC1(C)CC(=O)c2cnc(NC(=O)CSc3nc4ccccc4o3)nc2C1,12.4%,26.0%,1.6%,1.4%,3.1%,15.5%,-0.7%,-19.6,-0.7%,4.6%,9.2%
Cc1cc(Cl)cc(C)c1OCCCCn1ccnc1,-24.3%,11.2µM*,-4.4%,-29.1%,-2.0%,-1.9%,0.7%,2.7,-0.8%,-9.1%,-8.6%
CCN1C(=O)/C(=C/N2CCc3ccccc32)SC1=S,3.16µM*,40.0%,2.4%,17.9%,3.16µM*,18.2%,u,-0.7,2.82µM*,-7.8%,6.51µM*
O=c1[nH]c(=S)n(-c2cccc(Cl)c2)c(O)c1/C=N/N1CCOCC1,-10.6%,-1.5%,0.4%,-0.8%,10.7%,3.4%,-2.3%,18.9,0.6%,x,-0.8%
COc1ccc(NC(=O)CCc2nnc3ccc(NCc4ccc5c(c4)OCO5)nn23)cc1,0.0%,-2.5%,-13.6%[0.46 µM],-0.9%,-4.0%,-7.3%,3.1%,-3.5,0.0%,11.5%,11.2%
O=C(O)C(Cc1ccccc1)N1C(=O)C2CCCCC2C1=O (configuration not stated),17.6%,-1.3%,-10.3%,-4.6%,8.8%,2.0%,-4.1%,11.1,1.2%,13.3%,3.1%
N#C/C(=C\c1ccc(Cl)cc1)c1nc(-c2ccco2)cs1,41.9%,24.7%,-5.4%,-10.7%,21.5%,7.3%,u,-29.5,21.3%,10.6%,12.8%
Cn1ncc([N+](=O)[O-])c1C(=O)N/N=C/c1ccc(F)cc1,-7.1%,0.7%,-9.4%,-16.8%,2.0%,-2.2%,-5.1%,3.1,-2.3%,-0.7%,0.7%
COc1ccc(NC(=O)Cn2nnc3sc4c(c3c2=O)CC(C)(C)OC4)cc1,-7.3%,-0.6%,-4.3%,-1.2%,u,0.8%,-0.1%,-3.1,-3.8%,x,-0.7%
Cc1ccccc1CN1CCN(c2nc3ccccc3s2)CC1,u,5.5%,x,26.9%,1.41µM*,27.1%,4.78µM*,-14.3,1.58µM*,u,20.6µM*
Cc1ccccc1-c1nnn(CC(=O)c2ccc(S(=O)(=O)N3CCCC3)cc2)n1,-30.9%,-11.1%,7.94µM*,2.1%,-1.1%,3.0%,-0.4%,3.4,0.6%,-3.8%,-9.2%
COc1cc(OC)cc(OC(=O)C2CCN(C(=O)c3ccc(F)cc3)CC2)c1,16.0%,x,x,x,-0.8%,-1.2%,1.3%,1.0,0.3%,x,13.8%
COc1cc(OC)cc(C(=O)Nc2nc(CC(=O)NCc3ccc(F)cc3)cs2)c1,-63.7%,x,x,x,-12.3%,-2.7%,-0.9%,22.5,-13.9%,x,-9.8%
COc1cccc(-c2cc(C(F)(F)F)n3nc(N)nc3n2)c1,-14.2%,4.0%,-6.5%,-2.5%,-4.0%,-12.5%,0.0%,2.5,1.6%,4.4%,5.0%
O=C(c1ccco1)N1CCN(C(=O)C(c2ccccc2)c2ccccc2)CC1,-6.9%,-17.0%,-11.6%,-9.7%,0.3%,-4.1%,0.4%,9.1,0.4%,-16.2%,-7.6%
COc1ccc(N=C2CC(C)(C)CC(=O)/C2=C(/O)c2ccccc2)cc1,-1.1%,32.1%,-2.6%,8.3%,3.4%,0.9%,-1.6%,-8.8,-3.3%,-11.2%,-9.5%
COc1cc(NC(=O)Nc2cccc([N+](=O)[O-])c2)cc(OC)c1,-19.9%,u,0.4%,6.0%,0.5%,8.9%,u,2.2,-0.5%,u,-6.8%
O=C(CSc1ncccn1)N1CCc2ccccc2C1,31.9%,-8.8%,9.4%,2.7%,-0.7%,0.8%,-13.6%,6.8,-2.9%,-16.1%,6.2%
CCOC(=O)c1sc(NC(=O)/C=C/c2ccccc2)nc1C,83.7%,24.1%,-6.6%,6.0%,u,22.1%,-1.1%,6.2,14.1%,-2.4%,-2.0%
Cc1cc2[nH]c3ccccc3c2c(C)n1,-20.1%,-17.6%,-9.7%,-8.0%,-4.3%,u,-11.0%,-3.6,-5.8%,-8.1%,11.1%
COc1ccccc1S(=O)Cc1ccc(C(=O)NC2CCCC2)o1 (configuration not stated),-0.1%,0.6%,-13.5%,-0.4%,-2.6%,0.4%,-1.8%,-9.5,0.0%,-6.7%,-2.2%
CC(C)CN(C(=O)COc1ccc2ccc(=O)oc2c1)C1CCS(=O)(=O)C1 (configuration not stated),-29.6%,-0.2%,x,-1.9%,-3.7%,-4.5%,-1.3%,-8.6,-14.9%,x,3.8%
O=C(NCCC(=O)N1CCc2ccccc21)c1ccco1,8.91µM*,22.4%,x,-3.9%,u,u,u,-6.8,u,-14.1%,u
Cc1ccc(C)c(NC(=O)CCC(=O)NNC(=O)c2cccc([N+](=O)[O-])c2)c1,-3.7%,10.8%,2.1%,-7.0%,1.7%,0.3%,5.3%,-3.0,0.7%,0.2%,-3.2%
O=C(CCC(=O)N(CC(=O)NC1CCCCC1)c1ccc2c(c1)OCCO2)Nc1ccccn1,x,10.6%,1.2%,1.5%,2.9%,5.5%,-8.5%,x,-6.4%,-16.9%,u
CC/C(=N\Nc1ccccc1[N+](=O)[O-])c1ccc(O)cc1,89.2%,-4.7%,-10.4%,8.9%,0.1%,6.4%,26.9µM*,0.2,5.7%,12.1%,10.0%
CC1CCCN(C(=O)N2c3ccccc3Sc3ccccc32)C1 (configuration not stated),1.3%,-10.8%,0.5%,1.2%,-9.4%,1.9%,0.4%,0.0,0.1%,-4.4%,-1.1%
CCC(C)C(=O)Nn1c(C2CC2)nc2cc(OC)c(OC)cc2c1=O (configuration not stated),-10.8%,11.2%,-4.3%,1.4%,0.5%,-3.3%,2.1%,4.0,-4.7%,-12.9%,-3.9%
CCC(=O)Nc1ccc(C(=O)Nc2ccc3c(c2)C(=O)N(CC2CCCO2)C3=O)cc1 (configuration not stated),-3.1%,-9.5%,-1.9%,-24.9%,-2.8%,-2.7%,-0.7%,6.3,0.4%,-23.0%,-3.7%
O=C(c1cccnc1Cl)N(Cc1ccccc1)Cc1ccccc1,-13.9%,20.9%,11.3%,u,-0.7%,-2.5%,-11.8%,-7.6,0.2%,-1.3%,-19.7%
